Mcl1 Bid PPI – disrupts binding of human Mcl-1 to Bid peptide. actives 0.97% (n = 220,000). TR-FRET Mcl-1/Bid-Dy647 peptide binding, 1536-well. inhibition, % at 21.7 µM. Q07820. AID 1021;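 active means compounds that cut the binding signal by more than half at the single screening dose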;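 further: His-tagged Mcl-1 with europium anti-His antibody binding Bid BH3 peptide; 0% = Mcl-1 plus peptide wells and 100% = peptide-only wells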
Target sequence (Q07820 whole entry, looked up): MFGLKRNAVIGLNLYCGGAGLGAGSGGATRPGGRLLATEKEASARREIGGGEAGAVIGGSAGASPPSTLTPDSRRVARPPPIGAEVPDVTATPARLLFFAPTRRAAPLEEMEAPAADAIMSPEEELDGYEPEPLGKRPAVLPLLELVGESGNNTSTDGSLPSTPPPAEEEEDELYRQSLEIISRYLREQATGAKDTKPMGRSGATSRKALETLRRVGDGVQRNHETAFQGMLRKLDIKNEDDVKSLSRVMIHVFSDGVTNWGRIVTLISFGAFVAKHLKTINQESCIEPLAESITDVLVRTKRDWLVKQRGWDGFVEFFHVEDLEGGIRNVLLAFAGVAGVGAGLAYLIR
Rab2 wt GTP – changes GTP binding to wildtype dog Rab2A, up or down; actives 0.19% (n = 190,000); GTP binding activity, % at 10 µM; AID 760; GST-Rab2 wt beads, Bodipy-GTP binding, flow cytometry; P61105;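 active means GTP binding activity at least 20 points away from 100%, either lowered or raised; inconclusive means signal likely due to the compound's own green fluorescence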;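 further: 0% = beads with excess unlabeled GTP and 100% = no-compound control corrected for plate trend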
Rab7 wt modul – modulators of GTP binding to dog Rab7 wildtype GTPase. GST-Rab7 beads, fluorescent GTP binding, flow cytometry; actives lie on both sides; untreated = 100%, excess cold GTP = 0%. GTP binding activity (percent of control), % at 10 µM. actives 0.055% (n = 190,000). AID 758;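 active means fluorescent GTP binding to Rab7 beads changed by at least 20 points from the 100% baseline, either direction, mostly lower; inconclusive means compound itself probably fluorescent, or too few beads counted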;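 further: median green fluorescence of bound Bodipy-FL-GTP per Rab7 bead population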
Avidin bead fluor – avidin bead compound fluorescence profile | fluorescence (KMESF) at 10 µM | actives 0.38% (n = 220,000) | AID 1775 | Avidin beads, compound fluorescence 488/530 nm, flow cytometry; stronger effect = higher value; in the data active means fluorescence above about 47; further: inactives centre near 10
GSH fluor – GSH bead compound fluorescence profile; actives 0.25% (n = 190,000); GSH beads flow cytometry, compound fluorescence 488/530 nm; stronger effect = higher value; AID 1776; fluorescence (KMESF) at 10 µM; in the data active means fluorescence above about 89;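 further: glutathione beads carrying GST-tagged Bcl family fusion proteins plus one bare bead set; values are compound well signal with DMSO vehicle wells as background; inactives centre near 16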
HRas wt GTP bind – changes GTP binding to wildtype human HRas. AID 759. actives 0.14% (n = 190,000). GST-Ras wt beads, Bodipy-FL-GTP binding, flow cytometry; actives lie on both sides. GTP binding activity, % at 10 µM;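 active means GTP binding activity at least 20% away from the 100% baseline, either lowered as inhibitor or raised as activator; inconclusive means flagged as likely green fluorescent, judged across all proteins in the well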;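 further: 0% = unlabeled GTP competition control and 100% = no-compound control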
Target sequence (P01112 whole entry, looked up): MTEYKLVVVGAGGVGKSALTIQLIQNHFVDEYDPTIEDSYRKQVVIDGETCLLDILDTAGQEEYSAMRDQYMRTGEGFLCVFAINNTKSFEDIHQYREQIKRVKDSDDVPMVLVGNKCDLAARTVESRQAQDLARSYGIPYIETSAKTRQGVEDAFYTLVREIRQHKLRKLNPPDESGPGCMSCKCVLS
Cdc42 wt GTP – modulators (inhibitors or activators) of GTP binding to human Cdc42 wildtype; GST-Cdc42 beads, Bodipy-GTP binding, flow cytometry; actives lie on both sides; percent activity (GTP binding), % at 10 µM; actives 0.2% (n = 190,000); AID 761;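 active means percent activity GTP binding at least 20 points away from the 100% baseline, either down as inhibitor or up as activator; inconclusive means compound flagged as likely green fluorescent from well-wide comparison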;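 further: median bead fluorescence of bound Bodipy-FL-GTP at 100 nM; 0% = excess unlabeled GTP control and 100% = no compound control; below 100% means less GTP binding so inhibitor and above means activator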
Target sequence (P60953 whole entry, looked up): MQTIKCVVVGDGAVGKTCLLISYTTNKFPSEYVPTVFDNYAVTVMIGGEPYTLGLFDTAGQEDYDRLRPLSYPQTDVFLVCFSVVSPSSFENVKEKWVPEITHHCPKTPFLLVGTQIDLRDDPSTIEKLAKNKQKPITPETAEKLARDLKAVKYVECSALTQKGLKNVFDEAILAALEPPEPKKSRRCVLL
Rac1 wt modul – alters GTP binding to wildtype human Rac1; P63000; GST-Rac1 beads, fluorescent GTP binding, flow cytometry; actives lie on both sides; 0 = cold GTP competed, 100 = untreated; GTP binding activity (% of control), % at 10 µM; actives 0.27% (n = 190,000);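 active means GTP binding activity at least 20 points away from the 100% control level, either lower or higher; inconclusive means compound flagged as likely green fluorescent, judged across all proteins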
Pf gamet viab – P. falciparum stage V gametocyte viability inhibition. P. falciparum stage V gametocytes, ATP luminescence, 24 h. inhibition, % at 10.9 µM. actives 0.065% (n = 150,000). AID 743093;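 active means inhibition above the mean plus 3 SD of compounds within the control limits, set per campaign, cut at about 38% in these data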;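 further: 0% = DMSO wells and 100% = medium only without gametocytes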
Mcl1 Noxa PPI – Mcl-1/Noxa interaction inhibition. Q07820. TR-FRET Mcl-1/Noxa peptide binding, 2 h. inhibition, % at 21.7 µM. actives 1.5% (n = 220,000). AID 1022;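 active means compounds that cut the protein-peptide binding signal by more than 50% relative to plate controls in a single-dose test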;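 further: His-tagged Mcl-1 with rhodamine Noxa BH3 peptide and terbium anti-His antibody; 0% = Mcl-1 plus Noxa peptide wells and 100% = peptide-only wells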
Rac1 mut GTP – modulators of GTP binding to human Rac1 activated mutant. AID 764. percent activity (GTP binding), % at 10 µM. GST-Rac1 activated beads, fluorescent GTP binding, flow cytometry; actives lie on both sides; 100% means binding = to untreated wells. actives 0.11% (n = 190,000);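 active means GTP binding at least 20 percentage points away from the 100% baseline, in either direction, so actives lie on both sides; inconclusive means Compound likely fluorescent itself, or too few beads counted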
Starred values were filed as active, the others as inactive; ? = inconclusive; / = no result given.

SMILES	Mcl1 Bid PPI	Rab2 wt GTP	Rab7 wt modul	Avidin bead fluor	GSH fluor	HRas wt GTP bind	Cdc42 wt GTP	Rac1 wt modul	Pf gamet viab	Mcl1 Noxa PPI	Rac1 mut GTP
N#Cc1ccccc1/C=C/C(=O)N1CCOCC1	-20	97	96	11	10	95	98	100	13	5	98
COc1ccc(-n2c(Cc3cccn3C)nnc2SCC(=O)Nc2ccc3c(c2)OCO3)cc1	-18	99	99	21	14	101	106	107	/	1	100
COCCN(CCOC)S(=O)(=O)c1ccc(OC)cc1	-18	100	99	11	23	105	105	109	25	-5	102
COc1cc(C)c(Cl)c(C)c1S(=O)(=O)NCc1cccnc1	3	97	98	2	42	96	100	98	1	-2	98
O=C(CS(=O)(=O)c1ccc2ccccc2c1)N1CCCCCC1	-6	103	106	13	9	102	102	104	/	-3	99
O=C(Cc1ccccc1)NNC(=O)Nc1ccccc1	9	102	104	13	8	97	101	98	15	27	98
CCOC(=O)c1sc(-c2ccccc2)cc1N	-5	104	100	8	13	101	102	106	-5	10	101
O=C(Cc1c[nH]c2ccccc12)Nc1ccccc1N1CCOCC1	-60	99	103	9	24	100	97	97	-18	7	96
Cc1ccc(CS(=O)(=O)CCC(=O)NCCN2CCCCC2C)cc1 (stereo not given)	11	95	93	10	30	97	95	95	/	0	92
CC(=O)N(c1ccc(C(C)C)cc1)C1C=CS(=O)(=O)C1 (stereo not given)	-19	101	101	14	35	100	100	106	7	-11	98
CN(CCC#N)C(=O)COC(=O)c1nn(-c2ccccc2)c(=O)c2ccccc12	-14	95	97	10	15	96	94	99	2	0	96
Cc1nn2cc(-c3ccc(Cl)cc3)nc2s1	-3	101	99	7	31	101	102	103	-7	-3	100
C=CCn1c(-c2cccs2)nc2nc3ccccc3nc21	2	?	?	33	11	?	?	?	/	3	?
CCOC(=O)C1CCN(C(=O)Nc2ccc3nc(C)c(C)nc3c2)CC1	/	97	95	9	34	97	100	97	/	/	96
CCNc1nc(Oc2ccc(OC)cc2)cc(C(F)(F)F)n1	-14	95	105	12	15	97	94	97	12	9	92
CCOc1ccc(/C(O)=C2/C(=O)C(=O)N(CCOCCO)C2c2cccnc2)cc1 (stereo not given)	-40	100	102	12	28	102	100	100	/	-1	97
COc1cccc(NC(=O)CNS(=O)(=O)c2ccc(Cl)cc2)c1	-17	97	98	4	7	99	102	105	/	12	101
CC(C)Cn1c(N)c(C(=O)CSc2nnnn2C)c(=O)n(C)c1=O	-13	109	105	7	20	110	110	106	11	-12	103
COC(=O)c1sccc1NC(=O)Cc1ccc(OC)c(OC)c1	-8	98	99	2	7	101	102	102	17	-7	101
COc1cc(S(=O)(=O)NCC2COCCO2)ccc1-n1cnnn1 (stereo not given)	-4	100	98	10	51	100	103	101	/	-1	98
Cc1ccc(S(=O)(=O)N2CCOCC2)cc1NC(=O)COC(=O)c1ccc(OCc2c(C)noc2C)cc1	-17	100	98	14	5	102	103	102	-8	9	101
COc1ccc(N2CC(O)=C(c3nc(C)cs3)C2=N)cc1	-14	98	98	9	28	98	98	100	-25	-7	98
Cc1ccc(CNC(=O)CCc2nc3ccccc3c(=O)[nH]2)cc1	-24	95	98	14	45	97	96	94	/	-9	95
O=S(=O)(c1ccccc1F)N1CCN(C(=S)NCc2ccccc2)CC1	-37	99	98	12	16	98	100	102	-7	7	98
O=C(O)CCSc1nnc(-c2cccnc2)n1-c1ccccc1	-18	93	92	14	12	94	93	89	/	-16	95
CC1CCN(c2ccc(/C=C(\C#N)c3nn(-c4ccccc4)c(N)c3C#N)cc2[N+](=O)[O-])CC1	-10	99	95	13	9	100	104	103	-1	-9	100
CC1CCN(C(=O)C2CCN(CCCc3ccccc3)CC2)CC1	24	99	100	5	37	97	100	102	/	13	97
CC(C)(C)SCCNC(=O)CN(c1ccc(F)cc1)S(C)(=O)=O	-78	99	99	4	26	97	97	103	/	-5	97
Cc1sc2nc(C)n(/N=C/c3ccccc3)c(=O)c2c1C	13	97	96	35	12	99	98	96	-18	2	97
CC(OC(=O)c1cc(-c2cccnc2)nc2ccccc12)C(=O)Nc1ccc2ccccc2c1 (stereo not given)	-18	97	101	13	5	97	97	104	1	23	98
CCOC(=O)c1[nH]c(C)c(C(=O)NCCN2CCOCC2)c1C	-30	103	98	5	11	101	103	107	/	-23	100
O=C(CNC(=O)c1ccccc1)OCC(=O)N1N=C(c2ccc(Cl)cc2)CC1c1ccco1 (stereo not given)	-4	96	93	6	24	97	96	98	2	-1	96
Nc1nc(-c2ccco2)nn1S(=O)(=O)c1ccc(Cl)cc1	3	100	104	10	15	98	100	100	0	2	95
CCOC(=O)c1cnc(SCC(=O)Nc2ccc(N3CCOCC3)cc2)nc1N	-51	101	95	16	22	101	99	95	/	12	96
Cc1cccc(C)c1NC(=O)CNC(=O)Cc1ccc(Br)cc1	-31	99	103	20	11	99	97	100	-33	17	95
COc1cccc(Cn2nnc(C(=O)Nc3cc(Cl)ccc3OC)c2N)c1	3	97	99	6	17	96	97	94	/	18	97
COc1ccc(CN2C(=O)CCCc3ccccc32)cc1	-5	96	102	7	15	98	95	97	-26	0	95
CCC1(CC)NC(=O)N(CC(=O)OCC(=O)Nc2ccccc2[N+](=O)[O-])C1=O	-37	98	104	8	17	98	97	96	-3	15	94
Cc1cc(=O)oc(C)c1C(=O)NCC1COc2ccccc2O1 (stereo not given)	-79	95	97	17	7	96	95	95	/	15	91
Cc1ccc(C(=O)n2cnnc2N)cc1C	6	101	103	8	17	103	100	109	-43	6	100
CC1=C(C(=O)OCCOC(C)C)C(c2cccnc2)C2=C(CCCC2=O)N1 (stereo not given)	-27	105	102	11	12	105	108	108	/	31	103
O=C(Nc1ccc(Cl)cc1)Nc1nc(-c2sccc2Br)cs1	-3	100	105	19	12	104	100	98	/	20	95
O=C(COc1ccc(F)cc1)NN1C(=O)CSC1=S	-45	100	102	25	10	102	101	99	-9	10	98
COCCNC(=O)CSc1nc2cc3c(cc2c(=O)n1Cc1ccco1)OCO3	10	100	96	18	22	100	100	105	-23	13	96
CCc1nc(SCC(=O)N2CCCc3ccccc32)c2oc3ccccc3c2n1	13	95	93	34	27	93	94	92	15	-54	93
Cc1cc([N+](=O)[O-])cnc1Sc1nccn1C	-18	98	100	5	9	98	98	103	-13	4	97
O=C(N/N=C/c1ccccc1F)c1ccc(COc2ccccc2Cl)o1	-11	96	96	14	9	98	95	99	/	15	97
CCn1nc(C)c(CN2CCc3c([nH]c4ccccc34)C2C(C)(C)C)c1C (stereo not given)	-24	100	106	3	10	98	99	101	/	2	98
CCCCc1cc(=O)oc2c(CN3CCCC3)c(O)ccc12	/	102	102	8	32	103	102	104	/	/	99
CCOC(=O)CCc1c(C)c2ccc(O)cc2oc1=O	-3	94	97	27	10	96	95	93	-16	19	93
Other structures.
SMILES	Mcl1 Bid PPI	Rab2 wt GTP	Rab7 wt modul	Avidin bead fluor	GSH fluor	HRas wt GTP bind	Cdc42 wt GTP	Rac1 wt modul	Pf gamet viab	Mcl1 Noxa PPI	Rac1 mut GTP
CSc1ccc(/C=C/C(=O)c2ccc(O)cc2)cc1	-2	92	96	5	7	92	93	95	17	23	93
COc1ccc(C(=O)Nc2ccccc2C(=O)NC(Cc2c[nH]c3ccccc23)C(=O)O)cc1 (stereo not given)	-13	97	99	12	13	95	97	97	/	5	93
COC(=O)c1sc(=S)n(-c2cccc(Cl)c2)c1N	-71	93	94	4	49	95	96	95	/	-8	92
COC(=O)C(NC(C)=O)(Nc1ccccn1)C(F)(F)F (stereo not given)	-12	91	89	5	47	92	93	92	-8	6	94
O=C(/C=C/c1ccc(F)cc1)N1CCN(c2ncccn2)CC1	-10	103	106	9	20	97	108	97	7	8	95
CCCCN(C(=O)CN1CCOCC1)c1c(N)n(CC(C)C)c(=O)[nH]c1=O	2	101	100	15	12	102	105	102	1	6	103
CC(/C=C/c1ccc(OCc2ccccc2)cc1)=N\O	6	102	99	3	6	103	99	102	4	24	102
Cn1c(N)c(S(=O)(=O)NCc2ccc(Cl)cc2)c(=O)n(C)c1=O	-21	99	100	13	72	101	102	102	/	3	99
CCC(C)C(NC(=O)c1ccccc1NC(=O)c1ccc(C)cc1)C(=O)O (stereo not given)	-26	95	95	9	10	95	96	94	-16	8	94
CCSC(=O)NC12CC3CC(CC(C3)C1)C2	-19	97	93	6	43	98	100	102	15	0	96
O=c1c(Cc2ccccc2)c(O)nc2n1CCS2	-31	107	106	19	20	104	104	105	/	4	103
CCC(C)(C)n1nnnc1C(C(C)C)N1CCC(C(N)=O)CC1 (stereo not given)	-22	95	95	8	23	97	95	98	6	-9	98
COc1ccc(-c2nc(N)n(C(=O)c3ccccc3Cl)n2)cc1	4	95	93	9	6	99	100	106	-6	-7	97
O=C(Cn1ccccc1=O)c1cccs1	-4	102	101	12	19	103	104	103	6	10	101
CC(=O)c1c[nH]c2ccc(C)cc2c1=O	2	100	103	25	13	101	102	105	-2	17	99
Cc1ccc(-n2c(C(C)n3nc(C)c([N+](=O)[O-])c3C)n[nH]c2=S)cc1 (stereo not given)	-29	98	95	3	61	101	102	106	0	29	100
CCc1nnc(NC(=O)CSc2nnc(Cc3cc(=O)[nH]c(=O)[nH]3)n2-c2ccc(OC)cc2)s1	-11	?	?	25	26	?	?	?	/	13	?
COCCNC(=S)N1CCN(C(=O)C(=O)Nc2ccc(C(=O)OC)cc2)CC1	-56	99	98	4	16	101	99	103	8	-7	100
Cc1nnc2ccc(-c3cccc(NC(=O)c4ccco4)c3)nn12	-2	63*	77*	21	0	65*	64*	56*	9	-2	75*
O=C(CCc1nc(-c2ccccc2F)no1)NCCN1CCN(Cc2ccccc2)CC1	-14	104	101	35	20	104	105	108	-10	-4	98
Cc1ccccc1NC1c2ccccc2C(=O)N1Cc1ccco1 (stereo not given)	-28	95	99	4	18	97	96	95	/	15	97
COc1cc(C(=O)Oc2cccc(Nc3ncnc4ccccc34)c2)cc(OC)c1OC	-6	106	103	12	32	103	101	106	/	21	99
COc1ccc(CC(=O)Nc2ccc(NC(=O)c3ccccc3F)cc2)cc1	0	96	91	7	11	94	96	98	/	7	93

High-throughput results as filed in PubChem BioAssay.
